# Source: PubChem
# D2 potentiator = positive allosteric modulators of human D2 dopamine receptor; HEK293 T-REx D2, calcium flux, EC20 dopamine potentiation; potentiation, % at 10 µM; 340,000 tested, 0.34% active; AID 485347;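 active = potentiation over 3 SD above the plate norm, cut at about 30% in these data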; also: 0% is about no effect
#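 Primary screen. Calcium kinetics in induced HEK293 T-REx D2 cells: compound pre-addition 180 s, EC20 dopamine, 180 s more.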
# D1 antag = blocks dopamine activation of the human D1 receptor; HEK293 TREx D1 cells, calcium flux, dopamine EC80; active compounds read low; activity change, negative = inhibition, % at 10 µM; 360,000 tested, 3.2% active; AID 504652; in the data active = activity change below about -30%; also: % is scaled to controls: 0 for no effect and ±100 for the full control effect
#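 Calcium flux readout: force-coupled, inducible Hek293 Trex D1 line, cells induced overnight at 30 C with tetracycline, dye-loaded 30–90 min at RT. Antagonism scored against EC80 dopamine challenge given 180 s after compound.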
# RXFP1 antagonist = RXFP1 (human) relaxin receptor antagonism; 350,000 tested, 0.59% active; AID 1259400; Q9HBX9; activity change, negative = inhibition, % at 57.5 µM; HEK293-RXFP1, relaxin-stimulated cAMP HTRF, 30 min; active compounds read low;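 active = activity change of -60% or lower, but not beyond a set lower limit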; also: % is scaled to controls: 0 for no effect and ±100 for the full control effect
# Target sequence (Q9HBX9 whole entry, looked up): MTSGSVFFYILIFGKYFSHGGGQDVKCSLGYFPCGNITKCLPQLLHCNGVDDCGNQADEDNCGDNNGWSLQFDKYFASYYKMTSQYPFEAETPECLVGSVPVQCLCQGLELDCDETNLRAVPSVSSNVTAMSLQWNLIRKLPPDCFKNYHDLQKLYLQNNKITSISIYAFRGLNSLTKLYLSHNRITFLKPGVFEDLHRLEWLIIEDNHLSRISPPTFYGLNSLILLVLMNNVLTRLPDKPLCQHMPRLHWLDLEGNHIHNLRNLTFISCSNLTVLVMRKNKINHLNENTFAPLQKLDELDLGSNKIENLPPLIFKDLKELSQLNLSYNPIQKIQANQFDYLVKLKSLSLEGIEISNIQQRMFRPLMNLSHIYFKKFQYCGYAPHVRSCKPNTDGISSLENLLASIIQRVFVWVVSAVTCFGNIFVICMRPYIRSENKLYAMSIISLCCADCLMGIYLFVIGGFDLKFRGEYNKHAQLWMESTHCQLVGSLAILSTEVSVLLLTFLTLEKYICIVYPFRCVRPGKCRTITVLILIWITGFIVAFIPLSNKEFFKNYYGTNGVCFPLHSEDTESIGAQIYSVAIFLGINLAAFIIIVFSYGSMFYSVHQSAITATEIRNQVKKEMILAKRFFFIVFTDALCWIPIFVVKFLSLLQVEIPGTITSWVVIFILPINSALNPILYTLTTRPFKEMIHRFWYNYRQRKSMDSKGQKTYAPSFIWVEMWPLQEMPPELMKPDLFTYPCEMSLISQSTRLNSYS
# D2 antag = antagonists of human D2 dopamine receptor. P14416. 340,000 tested, 2% active. inhibition, % at 10 µM. HEK293 TREx D2 cells, calcium flux, dopamine EC80; in the data active = inhibition above about 30%; also: 0% is about no effect
#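 Inhibition of EC80 dopamine-driven calcium flux, recorded kinetically, defines activity here; cells are a tetracycline-induced HEK293 T-REx line expressing force-coupled D2.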
# D2 ag = activates the human D2 dopamine receptor; activation, % at 2 µM; P14416; AID 485358; HEK293 T-REx D2 cells, calcium flux agonist mode; 340,000 tested, 0.53% active;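 active = activation over 3 SD above normal in the single-dose calcium agonist read, cut at about 30% in these data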; also: 0% is about no effect
#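 HEK293 Trex D2 cells, tetracycline-induced, o/n 30 C 5% CO2; no-wash Ca dye, RT 30–90 min; 10-cycle baseline, 23 nl cpd added, kinetic Ca read 180 s; agonist hits = positive Ca response.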
# D1 ag = agonists of human D1 dopamine receptor. HEK293 T-REx D1 cells, calcium flux, agonist mode. 360,000 tested, 1% active. activation, % at 2 µM; also: 0% is about no effect
#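 Inducible HEK293 T-REx D1 cells, force-coupled to calcium signalling, were plated at 4000 cells/well with tetracycline and held overnight at 30 C. After no-wash calcium dye loading, compound-evoked calcium rise over 180 s flagged agonists.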
# D1 potentiator = potentiators of human D1 dopamine receptor; HEK293 TREx D1 cells, calcium flux, dopamine EC20 potentiation; AID 504651; potentiation, % at 10 µM; P21728; 360,000 tested, 0.036% active; in the data active = potentiation above about 30%; also: 0% is about no effect
# TRHR enhancer = allosteric enhancers of human TRH receptor | enhancement, % at 2 µM | TRHR cells, fluo-8 calcium fluorescence, EC20 TRH enhancement | 360,000 tested, 0.66% active | P34981 | AID 493056; in the data active = enhancement above about 30%; also: 0% is about no effect
#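 Enhancer read-out: after compound pinning and an initial kinetic agonist-mode read, an EC20 of TRH (10 nM final) was injected and fluo-8 calcium signal (Ex 480/Em 530) followed at 1 s/cycle for 100 cycles in TRHR-expressing cells.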
# TRHR agonist = activates the human TRH receptor; 360,000 tested, 0.18% active; TRHR cells, calcium flux fluo-8, FDSS agonist mode; activation, % at 2 µM; P34981; also: 0% is about no effect
#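 TRHR-expressing cells, plated overnight in medium with 10% serum, were loaded with fluo-8 calcium dye at room temperature. After a 10 s baseline, library compound was pin-added and calcium release was recorded kinetically (ex 480/em 530) as agonist response.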
# An asterisk follows results filed as active; · = not tested or not shown. Rule as the data show it, unless noted: active = activation above about 30%; inactive = the rest.
no.	structure	D2 potentiator	D1 antag	RXFP1 antagonist	D2 antag	D2 ag	D1 ag	D1 potentiator	TRHR enhancer	TRHR agonist
1	CCCCc1cn([C@@H](CCCCN)C(=O)N2CCNCC2)nn1	-17	-9	·	14	0.0	-6	-4	6	0.1
2	FC(F)(F)c1nnc2c(Sc3ccc(Cl)cc3)nc3ccccc3n12	-5	20	-10	-18	-0.1	1	-1	11	0.9
3	Cc1noc(C)c1C(c1ccccc1)S(=O)(=O)c1ccccc1 (configuration not stated)	-3	13	2	10	-0.1	4	-1	-3	-0.7
4	COc1ccc(/C=C/C(=O)OCc2cc(=O)n3c(n2)sc2ccccc23)cc1	-1	9	5	8	0.5	3	0	1	-0.4
5	CC12CC3(C)CC(C)(C1)CC(C(=O)NC(=S)N1CCCC1)(C2)C3	·	4	-2	-9	-0.9	2	0	2	-0.4
6	O=C(O)c1cc(N/N=C/c2ccc3c(c2)OCCO3)ccc1Cl	4	-14	-3	-14	-0.6	2	-2	5	-0.2
7	CSCCC(NC(=O)c1ccccc1)C(=O)Nc1ccc(C)cc1 (configuration not stated)	5	14	-6	-3	-1.2	6	-11	-4	-1.1
8	O=C(Nc1nc(COc2ccccc2)cs1)c1ccccc1F	6	-20	-7	-7	-0.3	6	-9	9	0.5
9	CCOc1ccc(/C=C2/C(=N)N3OC(C)=CC3=NC2=O)cc1OC	-12	0	-8	-10	-0.2	0	-2	2	0.1
10	O=C(OC1CSc2nc3ccccc3n2C1)c1ccco1 (configuration not stated)	-1	-29	5	-5	-1.4	11	-7	-1	0.4
11	CCN(CC)CCNc1nc2cc(OC)c(OC)cc2c2nc(-c3ccccc3)nn12	0	2	-1	6	1.0	1	-4	6	0.1
12	O=C(O)c1ccc(S(=O)(=O)N[C@H](Cc2ccc(O)cc2)C(=O)O)cc1	·	-19	·	·	·	1	-1	-2	0.0

# Next section
no.	structure	D2 potentiator	D1 antag	RXFP1 antagonist	D2 antag	D2 ag	D1 ag	D1 potentiator	TRHR enhancer	TRHR agonist
13	COC(=O)C1=C(Nc2ccc(C)cc2)C=C(C)C(C(=O)OC)C1c1ccc(OC)cc1 (configuration not stated)	17	-8	-10	·	·	6	-2	0	-0.6
14	Cc1ccc(S(=O)(=O)N2CCCCCC2)cc1C(=O)NCc1ccccn1	·	-1	9	·	·	-1	-7	-2	0.2
15	COCCNc1oc(/C=C/c2ccccc2OC)nc1S(=O)(=O)c1ccccc1	-14	-26	18	15	0.4	2	-7	-3	-2.1
16	N#Cc1cn(-c2ccccc2)nc1-c1ccccc1	2	-8	-1	2	-0.1	4	-9	-4	1.2
17	CCC(C)(C)NC(=O)Cn1c(=O)oc2cc(S(=O)(=O)N3CC(C)CC(C)C3)ccc21 (configuration not stated)	-18	-8	6	2	0.4	2	0	-2	0.3
18	Brc1ccccc1-c1nnc2sc(Cc3ccccc3)nn12	13	5	-9	7	-0.4	8	-7	-10	-1.6
19	Cc1cc(=O)c2ccccc2[nH]1	2	2	-9	7	0.5	0	7	5	0.6
20	Cc1ccc(NC(=O)CSc2nccc(=O)[nH]2)c(S(=O)(=O)N2CCOCC2)c1	-3	11	7	-2	-0.1	4	-3	10	0.8
21	CC(=O)c1cc(C)ccc1OC(=O)c1ccncc1	-6	13	1	5	-2.5	0	-8	-7	-0.1
22	Cc1nnc(SCC(=O)Nc2nsc(-c3ccccc3)n2)s1	13	-18	-7	-5	0.0	1	-6	2	-0.6
23	Cc1ccc(NC(=O)COC(=O)Cc2c(F)cccc2Cl)cc1S(=O)(=O)N1CCOCC1	2	-11	5	-9	-0.1	11	-4	-10	0.3
24	O=C(NCc1ccoc1)c1ccc(NC(=O)c2ccccc2Cl)cc1	-9	-1	-5	-8	-0.2	2	9	18	0.0

# Looked up one by one from the list above, three records:
no.	structure	D2 potentiator	D1 antag	RXFP1 antagonist	D2 antag	D2 ag	D1 ag	D1 potentiator	TRHR enhancer	TRHR agonist
18	Brc1ccccc1-c1nnc2sc(Cc3ccccc3)nn12	13	5	-9	7	-0.4	8	-7	-10	-1.6
20	Cc1ccc(NC(=O)CSc2nccc(=O)[nH]2)c(S(=O)(=O)N2CCOCC2)c1	-3	11	7	-2	-0.1	4	-3	10	0.8
13	COC(=O)C1=C(Nc2ccc(C)cc2)C=C(C)C(C(=O)OC)C1c1ccc(OC)cc1 (configuration not stated)	17	-8	-10	·	·	6	-2	0	-0.6

# Remaining list, next part:
no.	structure	D2 potentiator	D1 antag	RXFP1 antagonist	D2 antag	D2 ag	D1 ag	D1 potentiator	TRHR enhancer	TRHR agonist
25	Cc1nnc(CN(C)C(=O)c2cc(COc3ccc(C)c(C)c3)on2)o1	-3	-6	6	19	0.1	1	-6	1	-0.3
26	O=C1C2CCCN2C(c2ccc(Br)cc2)N1c1ccc(F)cc1 (configuration not stated)	-4	-8	·	4	0.5	1	-5	2	0.1
27	Cc1nc(N2CCCCC2)sc1C(=O)c1ccc(Cl)c([N+](=O)[O-])c1	15	-27	·	-8	-0.4	-4	-1	-2	-0.3
28	O=C(Nc1ccccc1C(=O)N1CCCC1)c1ccccc1	-5	-3	-12	-20	1.2	-3	-3	-2	0.3
29	COc1ccc2[nH]c(=O)c(CN(Cc3cccnc3)C(=O)Nc3ccccc3)cc2c1	-7	-37*	0	4	-0.5	0	-4	-2	-0.5
30	Cc1ccc(CNC(=O)c2ccc(Cn3c(SCc4ccc(F)cc4)nc4cccnc43)cc2)o1	·	-19	-27	·	0.3	5	-4	-1	0.6
31	CC1C=CCC2C(=O)N(c3ccc(OC(=O)c4ccco4)cc3)C(=O)C12 (configuration not stated)	-3	-13	-20	2	0.1	2	-4	-1	0.7
32	CCc1ccc2[nH]c(=O)c(C(c3nnnn3CCOC)N3CCN(c4ccccc4F)CC3)cc2c1 (configuration not stated)	4	-21	-9	-10	-0.2	0	-5	-4	-0.3
33	O=C(Nc1ccc2c(c1)OCO2)C1CCCN(c2nc3ccccc3s2)C1 (configuration not stated)	-8	-13	8	-2	0.7	2	4	-6	-0.2
34	N#CCCN(C(=O)CN1CCN(S(=O)(=O)c2ccc3c(c2)OCCO3)CC1)c1ccc(F)cc1	-4	19	-2	-23	-0.2	1	-3	-4	-1.1
35	Cc1ccc(NC(=O)CSCC(=O)Nc2ccc(N3CCOCC3)cc2N2CCOCC2)cc1	·	2	-3	·	·	4	2	3	-0.6
36	COc1ccc(C(=O)Nc2ccccc2C(=O)NCc2cccnc2)cc1OC	12	-3	-10	-6	-0.7	3	-6	23	0.0

# (list continues)
no.	smiles	D2 potentiator	D1 antag	RXFP1 antagonist	D2 antag	D2 ag	D1 ag	D1 potentiator	TRHR enhancer	TRHR agonist
37	O=C1Nc2ccccc2C12OCCS2 (configuration not stated)	·	3	·	·	·	1	-8	-17	0.4
38	Cc1cc(C)n(CCc2nc3c4ccccc4nc(SCc4ccc(Cl)cc4)n3n2)n1	-15	3	-3	·	1.2	1	10	-5	0.1
39	COc1ccc(OC)c(NC(=O)c2ccccc2N(Cc2ccccc2)S(C)(=O)=O)c1	22	-8	-4	-17	0.5	6	-8	-7	0.0
40	CC(C)CC(C)NC(=O)c1ccc(C(F)(F)F)cc1 (configuration not stated)	-7	35	0	14	-0.6	4	0	0	0.1
41	Cc1ccc(C2N3CC4(C)CN2CC(c2ccccc2)(C3)C4=O)cc1 (configuration not stated)	-11	-7	-23	·	·	1	-1	1	1.4
42	COc1ccc(Br)c(/C=N/NC(=O)COc2ccc(-c3ccccc3)cc2)c1	20	-4	3	6	0.3	8	14	8	-0.4
43	CC/C(=N\NC(=O)C1CCCC1)c1cccc(Br)c1	3	21	-7	2	-0.8	0	1	0	0.0
44	COc1ccc(C2C=C(c3ccc(Br)s3)Nc3ncnn32)cc1OC (configuration not stated)	-2	-16	·	-3	5.8	28	-2	6	11
45	Cc1ccc(Sc2cc(Cl)nc(N)n2)cc1	20	16	1	0	0.3	4	2	1	-0.4
46	CC(C)(C)NC(=O)Nc1ccc(Cn2cc(C(F)(F)F)ccc2=O)cc1	3	17	-18	4	1.9	2	-2	11	0.3
47	COc1cc(/C=N/n2c(COc3ccccc3)n[nH]c2=S)cc(OC)c1OC(C)=O	1	-27	9	17	-1.3	0	0	-1	-0.3
48	O=C(NCC(c1ccco1)N1CCc2ccccc21)C(=O)Nc1ccc(F)cc1F (configuration not stated)	1	6	-22	-2	-0.2	1	-5	0	-0.2
49	Cc1ccc(NC(=O)CN(C)C(=O)C2COc3ccccc3O2)cc1 (configuration not stated)	-5	-27	7	2	-0.3	1	3	2	1.6
50	COc1cccc(C(=O)NCc2ccc(-c3nc4ccccc4s3)cc2)c1	-4	·	-20	6	-0.2	8	3	-1	0.1

# Part of the list above, screen by screen.
(38) Cc1cc(C)n(CCc2nc3c4ccccc4nc(SCc4ccc(Cl)cc4)n3n2)n1
(49) Cc1ccc(NC(=O)CN(C)C(=O)C2COc3ccccc3O2)cc1 (configuration not stated)
(50) COc1cccc(C(=O)NCc2ccc(-c3nc4ccccc4s3)cc2)c1
(46) CC(C)(C)NC(=O)Nc1ccc(Cn2cc(C(F)(F)F)ccc2=O)cc1
assay / entry	38	49	50	46
D2 potentiator	-15	-5	-4	3
D1 antag	3	-27	·	17
RXFP1 antagonist	-3	7	-20	-18
D2 antag	·	2	6	4
D2 ag	1.2	-0.3	-0.2	1.9
D1 ag	1	1	8	2
D1 potentiator	10	3	3	-2
TRHR enhancer	-5	2	-1	11
TRHR agonist	0.1	1.6	0.1	0.3
